High-throughput results as filed in PubChem.
ELG1 DNA repair – ELG1-dependent DNA repair inhibition. HEK293T ELG1-luciferase reporter, luminescence, 16 h; DNA damage induced by 5-fluorouridine. Potency, µM (titrated, usually from 46.1 µM), for inactives: at the highest dose activity change, negative = inhibition, actives largely listed as inhibitors. 330,000 compounds, 2.3% hits. AID 504467; also: potency is read from the fitted curve at half-maximal effect; % is scaled to controls: 0 for no effect and ±100 for the full control effect; nearly all actives have a fitted effect of over 55% in size
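In this reporter screen, reduction of luminescence relative to DMSO vehicle indicated activity. Compounds and 5-fluorouridine were added together to 2,000 cells per well, incubated for 16 hr at 37 °C, then developed with ONE-Glo.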
TCR act – activates T cell receptor signaling; primary human leukocytes, anti-CD3, IL-2 HTRF, 48 h; Potency, µM (titrated, usually from 9.22 µM), for inactives: top-dose activation of IL-2 secretion, actives largely listed as activators; 330,000 tested, under 10 active; AID 504894; also: % of control where 0% means no effect
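Human primary leukocytes + a-CD3 beads + cpd, 48 hr; IL-2 in supernatant by HTRF (ex 320nm / em 665nm). No co-stimulatory signal supplied.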
BRCA1 expr up – BRCA1 expression activation | MCF7-BRCA1-FFLuc reporter, luminescence, 48 h; response scale: scaled: vehicle 0%, 10 µM genistein 100% | Potency, µM (highest dose often 46.1 µM), for inactives: at the highest dose activation, actives largely listed as activators | 380,000 compounds, 1.1% hits | AID 624202; also: potency is read from the fitted curve at half-maximal effect; nearly all actives have a fitted effect of over 80% in size; some results filed as inactive show a strong effect at the top dose
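Reporter cells (MCF7, BRCA1 promoter-firefly luciferase) received library compounds across a concentration series for 48 h. End-point luminescence was measured and concentration-effect curves derived after normalization.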
A-T KAP1 phos – potential ataxia-telangiectasia treatment | […] A-T fibroblasts, KAP-1 phosphorylation AlphaLISA; neocarzinostatin DNA damage 30 min before lysis | Potency, µM (series often up to 57.5 µM), for the others: at the top dose activation, most hits filed as activators | 320,000 compounds, 0.19% hits; also: potency is read from the fitted curve at half-maximal effect; % of control where 0% means no effect; nearly all actives have a fitted effect of over 45% in size
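ATM-like activity read as KAP-1 phosphorylation via AlphaLISA donor/acceptor antibody pairs after lysis and 6 hr at 25C. Cells were ATM-null patient fibroblasts ([…], hTERT), dosed 60 min, then exposed to the DSB inducer NCS for 30 min.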
Integrin act MD – activates integrin-mediated alleviation for muscular dystrophy | alpha7betagal myoblasts, beta-gal FDG fluorescence, 48 h | Potency, µM (doses to about 38.3 µM), inactives show at the highest dose activation, usual class: activators | 350,000 compounds, 0.064% hits;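 also: potency is read from the fitted curve at half-maximal effect; 100% = response of the positive control SU9516; nearly all actives have a fitted effect of over 60% in size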
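Alpha7betagal+/- myoblasts (passage 13) were plated 16-24 hr, then exposed to compounds (1:260 dilution of DMSO stock) for 48 hours at 37C. After MPER lysis, β-galactosidase reporter activity was read as FDG fluorescence (ex 480/em 540) after 30 minutes.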
MLL CXXC-DNA inh – MLL CXXC-DNA interaction inhibition | MLL-CXXC / FITC-HOXA9 DNA fluorescence polarization | Potency, µM (top dose mostly 115 µM), inactives show top-dose activity change, negative = inhibition, most hits filed as inhibitors | 290,000 compounds, 0.037% hits | AID 2662; active = well fitted inhibition curve with a large enough effect in the polarisation, with a control signal flat, not every such curve was filed as active; inconclusive = small, poorly fitted or top-dose-only effect, or effect the other way, or a change in a side signal; inactive = no such curve, though single readings can be large or run the other way; the % refers to the polarisation; also: potency is read from the fitted curve at half-maximal effect
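Purified MLL-CXXC (added from a 7 uM solution) was preincubated 5 min at ambient with pinned compounds in 50 mM Tris-HCl pH 7.5, 50 mM NaCl, 1 mM DTT, 0.05% BSA. Fluorescein-labeled HOX-A9 DNA (50 nM solution) followed, 30 min, then polarization read.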
p53 reactivation – mutant p53 re-activation in reporter cells. H1299 p53-A138V BP100-luciferase reporter, luminescence, 24 h. Potency, µM (doses to about 92.2 µM), inactives show top-dose activity change, positive = activation, most hits filed as activators. 320,000 compounds, 0.063% hits. AID 504706; also: potency is read from the fitted curve at half-maximal effect; % of control where 0% means no effect; nearly all actives have a fitted effect of over 45% in size
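H1299 (p53-null), stable ts p53-A138V + BP100-Luc; 1000 cells/well, Opti-MEM/10% FBS; cpd 4 pt, 1:5; 24 h, 37 deg C, 5% CO2; detection reagent 10 min RT; luminescence.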
B2AR arrestin – beta2AR (human) beta-arrestin recruitment activity. P07550. beta-arrestin recruitment to beta2AR, cell-based reporter. Potency, µM (titrated, usually from 46.1 µM), for the others: at the top dose activation, most hits filed as activators. 330,000 compounds, 0.02% hits;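 also: potency is read from the fitted curve at half-maximal effect; 0% = DMSO controls and full agonism = EC100 isoproterenol or metaproterenol; nearly all actives have a fitted effect of over 65% in size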
Target sequence (P07550 whole entry, looked up): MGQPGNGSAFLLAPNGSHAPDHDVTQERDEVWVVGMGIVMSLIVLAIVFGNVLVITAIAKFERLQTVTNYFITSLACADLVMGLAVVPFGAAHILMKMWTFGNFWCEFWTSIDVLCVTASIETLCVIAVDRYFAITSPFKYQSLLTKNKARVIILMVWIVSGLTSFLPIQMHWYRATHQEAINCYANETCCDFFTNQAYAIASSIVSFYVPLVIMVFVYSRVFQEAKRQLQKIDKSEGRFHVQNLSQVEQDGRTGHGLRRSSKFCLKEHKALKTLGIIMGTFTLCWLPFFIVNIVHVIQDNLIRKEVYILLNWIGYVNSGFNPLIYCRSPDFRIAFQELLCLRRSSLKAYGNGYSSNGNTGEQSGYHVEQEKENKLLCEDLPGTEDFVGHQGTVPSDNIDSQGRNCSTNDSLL
PTAP TSG101 blk – blocks PTAP/TSG101 interaction to inhibit HIV-1 budding; Q99816; Fluorescence polarization, FITC-PTAP peptide / Tsg101 binding; Potency, µM (highest dose often 115 µM), inactives show at the highest dose activity change, negative = inhibition, most hits filed as inhibitors; 340,000 tested, under 10 active; AID 493005; active = well fitted inhibition curve with a large enough effect in the main read-out, with a control signal flat, not every such curve was filed as active; inconclusive = small, poorly fitted or top-dose-only effect, or effect the other way, or a change in a side signal; inactive = no such curve, though single readings can be large or run the other way; also: potency is read from the fitted curve at half-maximal effect; % of control where 0% means no effect
Target sequence (Q99816 whole entry, looked up): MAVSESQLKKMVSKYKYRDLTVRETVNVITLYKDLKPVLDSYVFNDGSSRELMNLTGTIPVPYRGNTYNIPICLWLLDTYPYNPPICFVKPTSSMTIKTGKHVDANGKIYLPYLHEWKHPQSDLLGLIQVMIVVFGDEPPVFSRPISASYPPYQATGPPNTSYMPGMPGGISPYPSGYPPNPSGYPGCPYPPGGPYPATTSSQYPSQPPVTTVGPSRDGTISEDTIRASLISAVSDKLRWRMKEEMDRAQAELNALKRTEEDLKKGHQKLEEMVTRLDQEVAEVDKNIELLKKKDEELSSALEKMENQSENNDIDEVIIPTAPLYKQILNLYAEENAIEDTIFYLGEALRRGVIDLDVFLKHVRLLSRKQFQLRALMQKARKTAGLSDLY
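Tsg101 binding domain (10 uM final) was mixed with compound and a FITC-labeled PTAP peptide (50 nM final) in HEPES pH 7.5 buffer with NaCl, Tween 20, EDTA and TCEP; fluorescence polarization was read after 20 min at r.t.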
TRPV1 ag – human TRPV1 agonism; Q8NER1; TRPV1-expressing cells, Fluo-8 calcium influx, agonist mode; activation, % at 8.33 µM; 320,000 compounds, 0.19% hits; AID 540275; in the data active = activation above about 80%; inconclusive = between about 30% and that limit; also: 0% is about no effect
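Cells expressing TRPV1 were dye-loaded with Fluo-8 and read kinetically: 10 s baseline, 3 min after compound (agonist portion), then 2 min after EC20 capsaicin (allosteric enhancer portion). Calcium-bound dye fluorescence at 480/520 nm.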
An asterisk follows results filed as active; ? = inconclusive; . = not tested or not shown; [ ] = another dose, or the depositor's remark. Unless noted, calls follow the shape of the dose curve; as a rule, active = well fitted curve in the direction sought with a large enough effect; inconclusive = small, poorly fitted or top-dose-only effect, or another doubt; inactive = no such curve, though single readings can be large; an effect the other way counts as inactive or inconclusive.

SMILES	ELG1 DNA repair	TCR act	BRCA1 expr up	A-T KAP1 phos	Integrin act MD	MLL CXXC-DNA inh	p53 reactivation	B2AR arrestin	PTAP TSG101 blk	TRPV1 ag
O=C(NCCC(=O)N1CCN(c2ncccn2)CC1)c1ccccc1Cl	5.7%	0.5%	-1.3%	-2.7%	-0.2%	-8.3%	3.1%	0.1%	-0.6%	0.3
CC(C)C(NC(=O)c1c(F)cccc1F)C(=O)NCCc1ccc(S(N)(=O)=O)cc1 (stereo unspecified)	13.1%	-2.7%	-3.9%	-4.3%	-14.1%	10.3%	-1.7%	-0.3%	-1.2%	2.2
COc1cccc(NC(=O)CCc2ccccc2)c1	?	7.2%	58.0%	17.7%	0.4%	.	12.6%	0.0%	1.1%	6.8
O=C(CSc1nnnn1-c1ccccc1Cl)Nc1ccc2c(c1)OCCO2	?	2.7%	7.6%	-1.6%	-7.5%	-7.2%	3.4%	0.0%	1.2%	?
Cn1c(SCC(=O)Nc2ccccc2)nc2ccccc2c1=O	?	-11.5%	-23.0%	-4.4%	0.0%	48.2%[activator]	.	-0.1%	-1.0%	0.4
O=C(Nc1ccc(Cl)cc1)C(c1ccccc1)N(CCO)CCO (stereo unspecified)	?	0.7%	-0.9%	0.0%	1.7%[7.66 µM]	3.2%	1.4%	-0.9%	-2.3%	-4.0
O=C(NCCCn1ccnc1)c1nc(Cn2ccc([N+](=O)[O-])n2)no1	8.0%	-3.2%	-21.6%	1.2%	7.1%	-11.3%	2.4%	0.0%	-1.2%	0.2
Cc1cc(C)n(C(=O)CN2C(=O)COc3ccccc32)n1	?	.	0.8%	29.4%	0.4%	-13.8%	1.5%	-0.6%	.	-2.4
COc1ccc(C)cc1-n1nnnc1SCc1cn2ccsc2n1	-5.0%	6.3%	4.3%	3.6%	20.1%	-0.1%	1.0%	-0.1%	-10.3%	2.4
COc1cc(/C=N/N2C(=O)CSC2=S)ccc1O	4.1%	0.5%	0.1%	-0.8%	-11.7%	-0.8%	12.6%	-0.1%	-3.9%	-0.5
CCC(=O)Nc1nnc(S(=O)(=O)N(CC(C)C)c2ccccc2)s1	8.1%	2.0%	1.7%	8.6%	?	1.4%	5.1%	0.4%	0.9%	2.6
O=C(NC(NC(=S)Nc1ccccc1)C(Cl)(Cl)Cl)c1cccc(Cl)c1 (stereo unspecified)	?	-1.6%	-99.1%[inhibitor]	5.7%	-58.2%[inhibitor]	-4.2%	-2.9%	3.0%	-4.4%	4.5
Cc1ccc(C(=O)NCCNc2nc3cc(C)c(C)cc3cc2C)cc1	-9.8%	-0.4%	-61.1%	-0.6%	16.7%	2.4%	1.8%	0.2%	1.4%	20.1
COc1cccc(OCCOc2c(OC)cccc2OC)c1	6.4%	7.4%	16.3%	4.0%	25.2%	21.7%	4.7%	0.0%	-10.6%	?
C=CCn1c(CCNC(=O)c2ccco2)nc2ccccc21	-5.1%	-3.8%	-7.3%	6.0%	4.6%	13.3%	-1.9%	0.0%	2.4%	-2.4

Random excerpt: two compounds from above
SMILES	ELG1 DNA repair	TCR act	BRCA1 expr up	A-T KAP1 phos	Integrin act MD	MLL CXXC-DNA inh	p53 reactivation	B2AR arrestin	PTAP TSG101 blk	TRPV1 ag
C=CCn1c(CCNC(=O)c2ccco2)nc2ccccc21	-5.1%	-3.8%	-7.3%	6.0%	4.6%	13.3%	-1.9%	0.0%	2.4%	-2.4
COc1cc(/C=N/N2C(=O)CSC2=S)ccc1O	4.1%	0.5%	0.1%	-0.8%	-11.7%	-0.8%	12.6%	-0.1%	-3.9%	-0.5

Remaining list, next part:
SMILES	ELG1 DNA repair	TCR act	BRCA1 expr up	A-T KAP1 phos	Integrin act MD	MLL CXXC-DNA inh	p53 reactivation	B2AR arrestin	PTAP TSG101 blk	TRPV1 ag
O=C(C[C@@H]1C/C=C\C[C@H](NC(=O)OCC2c3ccccc3-c3ccccc32)C(=O)OC[C@@H]2CCCN2C1=O)N[C@H](CO)Cc1ccccc1	4.3%	-4.9%	-10.2%	-1.8%	-40.2%	.	-3.3%	-0.8%	.	.
COCCNc1nc(C)cc(-c2cc(C(=O)NC3CCCC3)on2)n1	9.3%	0.6%	-7.5%	?	14.9%	2.8%	-1.1%	-0.2%	.	-0.2
Cc1ccc2c(c1)C(c1ccncc1)=NNC(c1ccccc1)=N2	?	-3.6%	0.0%	1.1%	-28.9%	2.6%	11.7%	-1.2%	-2.1%	?
Cc1cc(N2CCCC2)ccc1/C=C1\NC(=S)N(C)C1=O	?	4.3%	42.4%	-9.9%	-6.2%	?	7.0%	?	?	?
CN(CC(=O)NC1CC(C)(C)NC(C)(C)C1)S(=O)(=O)c1cc(Cl)ccc1Cl	7.8%	-3.2%	-13.2%	-4.8%	-26.7%	-4.8%	-2.5%	-0.2%	1.6%	-6.3
O=C(CCN1C(=O)/C(=C\c2ccccc2F)SC1=S)N1CCCCC1	0.4%	-1.1%	-44.1%	-3.9%	3.7%	18.7%	18.3%	-0.3%	-5.8%	29.0
N#Cc1c(Nc2ccccc2C(F)(F)F)s[nH]c1=O	5.6%	-3.2%	6.3%	3.9%	-51.0%[inhibitor]	1.5%	1.4%	-0.6%	-1.7%	4.5
COc1ccc(-n2c(=S)[nH]c3cc(C(=O)NCCCN4CCOCC4)ccc3c2=O)c(OC)c1	24.5%	.	-9.5%	8.7%	11.2%	8.0%	-1.5%	-0.5%	-5.9%	1.6
C/C(=C\C(=O)Nc1nccs1)c1ccccc1	.	.	8.91µM*	.	15.8%	-15.9%	.	.	.	?
Cc1nn(CCC(N)=O)c2nc(-c3cccs3)cc(C(F)(F)F)c12	?	-2.3%[46.1 µM]	-34.6%	-1.3%	?	-11.3%	-12.3%	-0.5%	1.4%	-12.8
CC(NCc1ccc(OCC(N)=O)cc1)C12CC3CC(CC(C3)C1)C2 (stereo unspecified)	-12.4%	-3.2%	-21.6%	-1.9%	-6.6%	6.9%	-1.1%	-1.0%	-2.1%	9.0
CC(=O)Nc1sc(N/N=C\c2ccccc2)nc1-c1cccs1	?	1.5%[46.1 µM]	0.8%	-12.7%	-29.8%	-0.4%	?	-0.4%	-0.8%	7.9
CCc1ccc(C(=O)NNC(=O)Cn2c(=O)cnc3ccccc32)cc1	10.2%	-8.6%	-2.4%	1.3%	-26.4%	.	4.2%	-0.1%	-3.9%	0.6
CCCSc1nnc(Nc2ccccc2C)s1	?	11.4%	?	17.5%	8.7%	-3.5%	17.7%	-0.5%	-4.4%	?
COC(=O)C1=C(C)N(Cc2ccc(C)cc2)C(=O)C1	5.0%	2.5%	0.2%	0.0%	-28.0%	4.6%	-5.4%	0.0%	-0.4%	.
COc1ccc(-c2c(-c3ccsc3)oc(=O)c3cc(OC)c(OC)cc23)cn1	?	5.8%	0.0%	-1.2%	-6.3%	.	-4.1%	-0.2%	-8.8%	.
CCN(C(=O)COC(=O)c1c(NC(C)=O)sc(C)c1C)C1CCS(=O)(=O)C1 (stereo unspecified)	-2.7%	3.5%[46.1 µM]	-11.7%	-3.1%	0.0%	0.3%	-2.8%	-0.2%	-0.1%	14.4
CC(C)Cc1cc(C(=O)Nc2sc3c(c2C#N)CCC3)no1	4.2%	1.9%	-1.4%	?	-1.4%	-9.4%	1.2%	0.2%	-2.6%	-1.8
COc1ccc(Cn2nnnc2C(c2cccs2)N2CCOCC2)cc1 (stereo unspecified)	-14.1%	0.1%	-17.6%	-1.7%	32.1%	-0.6%	-2.5%	0.1%	-5.1%	3.0
CCCc1sc(N/N=C/c2ccccn2)nc1-c1ccc(Br)cc1	?	2.7%	-97.3%	-0.4%	-53.2%[inhibitor]	-11.1%	?	-0.1%	-8.4%	-1.4
CCOc1ccccc1N1CCN(CC(=O)N(C2CCCC2)C2CCS(=O)(=O)C2)CC1 (stereo unspecified)	?	4.5%	-6.0%	1.1%	?	.	-7.2%	-0.1%	-0.4%	-0.6
CC1CN(C(=S)SCC(=O)c2ccc(Cl)cc2)CC(C)O1 (stereo unspecified)	7.2%	3.1%[46.1 µM]	10.2%	10.9%	0.4%	0.7%	9.0%	-0.1%	1.0%	9.9
COc1cc(OC)cc(C(=O)NCC(=O)NC(C)c2ccccc2)c1 (stereo unspecified)	?	5.8%	11.4%	-3.8%	32.7%	8.8%	-2.3%	-0.4%	5.4%	-0.4
O=c1c2ccccc2oc2nc3ccn(Cc4ccncc4)c(=O)c3cc12	29.5%	.	.	0.3%	.	1.3%	13.4%	0.4%	.	-2.6
CCN1CCCC1Cn1cnc2c([nH]c3ccc(C)cc32)c1=O (stereo unspecified)	-2.9%	-1.7%	15.9%	-11.4%	-7.8%	?	-5.1%	-0.2%	-2.5%	.
O=C(COc1ccccc1)NCc1nnc2c3ccccc3c(-c3ccccc3)nn12	-19.8%	-4.0%[46.1 µM]	-1.1%	-0.8%	-10.2%	6.5%	-9.8%	-0.2%	-2.7%	?
